# A-T KAP1 phos = qHTS Assay for Identifying a Potential Treatment of Ataxia-Telangiectasia. actives 0.19% (n = 320,000). Potency, µM (highest dose often 57.5 µM), for the others: top-dose activation, most hits filed as activators. […] A-T fibroblasts, KAP-1 phosphorylation AlphaLISA; neocarzinostatin DNA damage 30 min before lysis. AID 485349, 2010; also: potency is read from the fitted curve at half-maximal effect; % of control where 0% means no effect; nearly all actives have a fitted effect of over 45% in size
#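 ATM-like activity read as KAP-1 phosphorylation via AlphaLISA donor/acceptor antibody pairs after lysis and 6 hr at 25C. Cells were ATM-null patient fibroblasts ([…], hTERT), dosed 60 min, then exposed to the DSB inducer NCS for 30 min.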
# GALK inhibitor = qHTS Assay for Inhibitors of Human Galactokinase (GALK). actives 0.007% (n = 270,000). P51570. Potency, µM (top dose mostly 57.5 µM), for the others: at the highest dose activity change, negative = inhibition, hits mostly inhibitors. Purified GALK, Kinase-Glo residual ATP luminescence. AID 1868, 2009; also: potency is read from the fitted curve at half-maximal effect; % is scaled to controls: 0 for no effect and ±100 for the full control effect
#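 Luminescence from leftover ATP (Ultra-Glo luciferase/luciferin) served as read-out after a 1 h room-temperature reaction of 5 nM GALK with 35 uM ATP and 100 uM galactose.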
# hERG WT inh = qHTS for Inhibitors of KCHN2 3.1: Wildtype qHTS; Voltage-gated inwardly rectifying potassium channel KCNH2 (Homo sapiens), Q12809; U2OS, BacMam KCNH2, thallium flux FluxOr; hits give low values; activity change, % at 1.84 µM; actives 0.37% (n = 340,000); AID 720551, 2013;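 active = maximum activity change below -70%; inconclusive = maximum activity change between -70% and -50%; inactive = maximum activity change above -50%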; also: % is scaled to controls: 0 for no effect and ±100 for the full control effect
#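 U2OS cells transduced with wild-type KCNH2 virus are loaded with FluxOr dye for 45 min, and thallium flux is measured in kinetic reads before and after stimulation buffer. Rate constants are normalized to DMSO controls.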
# Integrin act MD = qHTS for Activators of Integrin-Mediated Alleviation for Muscular Dystrophy. Potency, µM (titrated, usually from 38.3 µM), for inactives: at the highest dose activation, hits mostly activators. actives 0.064% (n = 350,000). alpha7betagal myoblasts, beta-gal FDG fluorescence, 48 h;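 also: potency is read from the fitted curve at half-maximal effect; 100% = response of the positive control SU9516; nearly all actives have a fitted effect of over 60% in size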
#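 Alpha7betagal+/- myoblasts (passage 13) were plated 16-24 hr, then exposed to compounds (1:260 dilution of DMSO stock) for 48 hours at 37C. After MPER lysis, β-galactosidase reporter activity was read as FDG fluorescence (ex 480/em 540) after 30 minutes.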
# KCNH2 3.1 inh = qHTS for Inhibitors of KCHN2 3.1: Mutant qHTS | Potassium voltage-gated channel subfamily H member 2, brain isoform KCNH2 3.1 (human) | U2OS KCNH2 3.1, thallium flux FluxOr; hits give low values | activity change, % (tested at about 1.8 µM) | actives 0.95% (n = 340,000) | AID 720553, 2013;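 active = maximum activity change below -70%; inconclusive = maximum activity change from -70% to -50%; inactive = maximum activity change above -50%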;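 also: thallium influx rate constant from kinetic fluorescence after stimulation buffer; % is scaled to controls: 0 for no effect and ±100 for the full control effect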
#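 Kinetic fluorescence (2 min after stimulation buffer) measures Tl+ influx through KCNH2 3.1 expressed by viral transduction in U2OS cells; the rate constant is normalized against DMSO controls serving as positive and negative references.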
# Coupling enz = qHTS Assay for Inhibitors of Fructose-1,6-bisphosphate Aldolase from Giardia Lamblia: Coupling assay counterscreen; coupling enzyme system counterscreen, AmpLite Red fluorescence; activity change, negative = inhibition, % at 58.2 µM, hits read low; actives 0.67% (n = 290,000); in the data active = activity change below about -30%; also: % is scaled to controls: 0 for no effect and ±100 for the full control effect
#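 Counterscreen lacking aldolase: glyceraldehyde-3-phosphate coupling-enzyme reagent preincubated 10 min at RT with compound (at 57.5 uM final), then substrate/coupling system with AmpLite Red added; fluorescence read at 525/598 nm after 20 min RT.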
# ASM inhibitor = Inhibitors of Secretory Acid Sphingomyelinase (S-ASM): qHTS | Sphingomyelin phosphodiesterase (Homo sapiens), P17405 | placental ASM, HMU-PC fluorogenic substrate, 60 min | Potency, µM (top dose mostly 57.5 µM), for inactives: at the top dose activity change, negative = inhibition, actives largely listed as inhibitors | actives 0.006% (n = 340,000) | AID 504937, 2011; also: potency is read from the fitted curve at half-maximal effect
# Target sequence (P17405 47-631 limits assumed): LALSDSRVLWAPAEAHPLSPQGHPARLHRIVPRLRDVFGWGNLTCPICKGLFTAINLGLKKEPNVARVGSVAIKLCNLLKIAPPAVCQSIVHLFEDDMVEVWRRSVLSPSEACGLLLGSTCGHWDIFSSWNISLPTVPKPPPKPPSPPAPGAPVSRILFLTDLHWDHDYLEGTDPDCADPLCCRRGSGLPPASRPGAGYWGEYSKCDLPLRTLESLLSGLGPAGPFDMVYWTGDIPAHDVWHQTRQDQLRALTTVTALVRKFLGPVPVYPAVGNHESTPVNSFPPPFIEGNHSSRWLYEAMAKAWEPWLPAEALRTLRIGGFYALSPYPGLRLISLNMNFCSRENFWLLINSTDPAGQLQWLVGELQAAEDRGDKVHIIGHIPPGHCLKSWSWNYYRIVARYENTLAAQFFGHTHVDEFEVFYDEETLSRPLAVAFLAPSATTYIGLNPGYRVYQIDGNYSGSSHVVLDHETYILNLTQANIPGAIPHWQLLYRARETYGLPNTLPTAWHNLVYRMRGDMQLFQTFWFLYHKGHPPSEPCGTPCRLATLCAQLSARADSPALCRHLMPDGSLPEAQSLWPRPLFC
#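 Human placenta-derived ASM preincubated with compound 10 min at room temperature, then reacted with 9 uM (final) fluorogenic HMU-PC substrate for 60 min at 37 C. Stop solution raises pH to 10; fluorescence read at Ex 386/Em 447 nm.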
# MBNL1-CUG inh = qHTS Assay for Inhibitors of MBNL1-poly(CUG) RNA binding; Muscleblind-like protein 1 (Homo sapiens), Q9NR56; TR-FRET MBNL1-His/biotin-(CUG)12 binding, 665/545 ratio; Potency, µM (titrated, usually from 57.5 µM), inactives show at the highest dose activity change, negative = inhibition, actives largely listed as inhibitors; actives 0.036% (n = 280,000); AID 2675, 2010; active = well fitted inhibition curve with a large enough effect in the signal ratio, with a control signal flat, not every such curve was filed as active; inconclusive = small, poorly fitted or top-dose-only effect, or effect the other way, or a change in a side signal; inactive = no such curve, though single readings can be large or run the other way; the % refers to the signal ratio; also: potency is read from the fitted curve at half-maximal effect; % is scaled to controls: 0 for no effect and ±100 for the full control effect
# Target sequence (Q9NR56 whole entry, looked up): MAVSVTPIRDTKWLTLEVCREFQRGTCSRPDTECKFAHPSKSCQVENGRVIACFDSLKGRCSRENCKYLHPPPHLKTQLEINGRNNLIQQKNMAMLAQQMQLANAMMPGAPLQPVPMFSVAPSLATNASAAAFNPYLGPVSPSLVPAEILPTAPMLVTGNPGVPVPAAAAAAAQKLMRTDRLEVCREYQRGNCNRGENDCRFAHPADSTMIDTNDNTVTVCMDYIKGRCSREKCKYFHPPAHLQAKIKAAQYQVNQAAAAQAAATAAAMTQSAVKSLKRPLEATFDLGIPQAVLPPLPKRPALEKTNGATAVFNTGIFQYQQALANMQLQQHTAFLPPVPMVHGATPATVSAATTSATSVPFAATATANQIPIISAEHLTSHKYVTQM
#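 MBNL1-His + Biotin-(CUG)12, cpd titration 92 nM–58 uM; Tb anti-His Ab 0.055 ng/ul, SA-XL665 5 nM (final); 60 min RT; ratiometric 665/545 nm, Ex 340 nm; normalized to buffer and full-complex controls.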
# TRPV1 ag = HTS Assay for Compounds that Act as Agonists of the Vanilloid Receptor 1 | Transient receptor potential cation channel subfamily V member 1 (Homo sapiens), Q8NER1 | TRPV1-expressing cells, Fluo-8 calcium influx, agonist mode | activation, % at 8.33 µM | actives 0.19% (n = 320,000); in the data active = activation above about 80%; inconclusive = between about 30% and that limit; also: 0% is about no effect
#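 TRPV1-expressing cells were cultured overnight at 35.5C and loaded with Fluo-8 calcium dye for 40 to 90 min at room temperature. After a 10 s baseline, compound was added and calcium influx was read kinetically for 3 min (ex 480/em 520 nm).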
# CXXC DNA block = qHTS Fluorescence Polarization Assay for Inhibitors of MLL CXXC domain - DNA interaction; Histone-lysine N-methyltransferase 2A (Homo sapiens), Q03164; actives 0.037% (n = 290,000); Potency, µM (doses to about 115 µM), for the others: at the top dose activity change, negative = inhibition, most hits filed as inhibitors; AID 2662, 2010; MLL-CXXC / FITC-HOXA9 DNA fluorescence polarization; active = well fitted inhibition curve with a large enough effect in the polarisation, with a control signal flat, not every such curve was filed as active; inconclusive = small, poorly fitted or top-dose-only effect, or effect the other way, or a change in a side signal; inactive = no such curve, though single readings can be large or run the other way; the % refers to the polarisation; also: potency is read from the fitted curve at half-maximal effect
#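 Purified MLL-CXXC (added from a 7 uM solution) was preincubated 5 min at ambient with pinned compounds in 50 mM Tris-HCl pH 7.5, 50 mM NaCl, 1 mM DTT, 0.05% BSA. Fluorescein-labeled HOX-A9 DNA (50 nM solution) followed, 30 min, then polarization read.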
# Starred values were filed as active, the others as inactive; ? = inconclusive; nt = not tested or not shown; [ ] = dose if it differs, or a comment. Unless noted, calls follow the shape of the dose curve; as a rule, active = well fitted curve in the direction sought with a large enough effect; inconclusive = small, poorly fitted or top-dose-only effect, or another doubt; inactive = no such curve, though single readings can be large; an effect the other way counts as inactive or inconclusive.
SMILES,A-T KAP1 phos,GALK inhibitor,hERG WT inh,Integrin act MD,KCNH2 3.1 inh,Coupling enz,ASM inhibitor,MBNL1-CUG inh,TRPV1 ag,CXXC DNA block
COCCCC1CCN(Cc2nc(-c3ccccc3)no2)CC1,-7%,0%,-2,3%,-17,1,2%,-18%,1,2%
Cc1cc(OCC(=O)NCC(c2cccs2)N2CCOCC2)ccc1C(C)C (configuration not stated),5%,nt,3,-25%,-11,nt,1%,nt,5,nt
Cc1ccc(OCc2nc3ccccc3[nH]2)cc1,0%,0%,-7,0%,nt,0,-4%,nt,?,-2%
Cc1ccc(NC(=O)CCNS(=O)(=O)c2cccc3nsnc23)cc1F,0%,-1%,13,4%,7,0,-1%,?,3,-7%
CS(=O)(=O)Nc1ccccc1C(=O)NCC1(N2CCCCC2)CCCCC1,0%,-1%,-15,4%,11,-1,5%,-16%,3,-2%
O=C(Nc1ccc([N+](=O)[O-])cc1)Nc1ccc(Cl)cc1F,4%,-4%,3,0%,6,1,-2%,-4%,5,?
CCN(CC)CCOC(=O)c1ccc(NC(=O)c2cccc(C)c2[N+](=O)[O-])cc1,0%,0%,6,-23%,6,0,-7%,nt,24,6%
CCOC(=O)N1CCN(C(=O)CN2C(=O)NC(C)(c3ccc4ccccc4c3)C2=O)CC1 (configuration not stated),6%,nt,10,?,-12,nt,1%,nt,2,nt
Cc1ccc(C(=O)CCC(=O)OC(C)C(=O)NC2CCCCC2C)cc1 (configuration not stated),-2%,nt,-6,-40%,1,nt,-3%,nt,?,nt
N#Cc1ccc(CSc2nnc(-c3ccncc3)n2CCc2ccccc2)cc1,11%,6%,2,-2%,-37,0,0%,-2%,10,-2%
N#Cc1cc(C(=O)c2ccccc2O)cn(-c2ccc(Cl)cc2)c1=O,0%,7%,1,-1%,-6,4,-1%,?,-1,?
CCOC(=O)N1CCN(CC(=O)Nc2ccc(C)cc2)CC1,nt,-3%,-10,26%,3,1,4%,-7%,0,-2%
Cc1ccc(CNC(=O)C2CCCN(S(=O)(=O)c3ccc(-n4cnnn4)cc3)C2)cc1 (configuration not stated),7%,4%,11,-37%[inhibitor],4,2,2%,-2%,-1,?
NC[C@H](Cc1ccccc1)NCCc1cc(C(F)(F)F)cc(C(F)(F)F)c1,3%,nt,3,-16%,-23,nt,-2%,nt,nt,nt
Cc1ccc2c(COC(=O)CNC(=O)c3ccccc3)cc(=O)oc2c1,9%,0%,-14,?,-22,2,-2%,3%,10,6%
Cc1nc(C)c(C(=O)OCC(=O)NCCc2ccc(S(N)(=O)=O)cc2)s1,-7%,nt,7,4%,4,nt,-4%,nt,1,nt
CC(=O)Nc1ccc(SC[C@H](c2ccccc2)N2CCN(CCc3ccccc3)CCC2=O)cc1,-23%,-2%,nt,nt,nt,6,nt,-6%,6,7%
O=C(NC(Nc1ncc(S(=O)(=O)c2ccc([N+](=O)[O-])cc2)s1)(C(F)(F)F)C(F)(F)F)c1ccc(Cl)cc1,1%,0%,-1,-55%[inhibitor],-7,3,-6%,?,4,10%
CCN(CC)C(=O)CCCSc1nnc(Nc2ccccc2F)s1,-1%,0%,-9,0%,-15,-2,-1%,-1%,7,0%
CCCCCn1nnc2c(=O)oc3ccccc3c21,-4%,-2%,-6,10%,-5,2,-3%,-2%,-4,-6%
Cc1ccc(CNC(=O)c2cn(C3CCCC3)c(=O)c3c2c2ccccc2n3C)o1,nt,-8%,nt,nt,nt,0,nt,?,3,-10%
COCCn1c(SCC(=O)c2ccc3c(c2)OCCO3)nnc1-c1ccoc1C,-4%,-2%,-4,-49%[inhibitor],27,0,0%,-3%,2,12%
Cc1cc(Cl)ccc1OCC(=O)Nc1nc(-c2cccs2)cs1,0%,1%,13,?,-19,1,-13%,-12%,16,6%
Cc1ccc(-c2nn(CC(=O)Nc3cccnc3)c(=O)c3ccccc23)cc1,-1%,0%,0,0%,-2,1,-2%,-1%,10,3%
COc1ccc(CN2CCN(CC(O)Cn3c4ccccc4c4ccccc43)CC2)cc1 (configuration not stated),10%,0%,-12,-52%[inhibitor],-7,2,-1%,nt,-3,1%

# Profiles, looked up by structure. Order of screens: A-T KAP1 phos | GALK inhibitor | hERG WT inh | Integrin act MD | KCNH2 3.1 inh | Coupling enz | ASM inhibitor | MBNL1-CUG inh | TRPV1 ag | CXXC DNA block
# `Cc1ccc(-c2nn(CC(=O)Nc3cccnc3)c(=O)c3ccccc23)cc1` in the list: -1% | 0% | 0 | 0% | -2 | 1 | -2% | -1% | 10 | 3%
# `N#Cc1cc(C(=O)c2ccccc2O)cn(-c2ccc(Cl)cc2)c1=O` in the list: 0% | 7% | 1 | -1% | -6 | 4 | -1% | ? | -1 | ?
# `CCCCCn1nnc2c(=O)oc3ccccc3c21` in the list: -4% | -2% | -6 | 10% | -5 | 2 | -3% | -2% | -4 | -6%

# Ordered by value in TRPV1 ag (high to low): some entries from above.
Compound | GALK inhibitor | Integrin act MD | ASM inhibitor | TRPV1 ag | CXXC DNA block
Cc1cc(Cl)ccc1OCC(=O)Nc1nc(-c2cccs2)cs1 | 1% | ? | -13% | 16 | 6%
O=C(Nc1ccc([N+](=O)[O-])cc1)Nc1ccc(Cl)cc1F | -4% | 0% | -2% | 5 | ?
COCCn1c(SCC(=O)c2ccc3c(c2)OCCO3)nnc1-c1ccoc1C | -2% | -49%[inhibitor] | 0% | 2 | 12%

# (list continues)
SMILES,A-T KAP1 phos,GALK inhibitor,hERG WT inh,Integrin act MD,KCNH2 3.1 inh,Coupling enz,ASM inhibitor,MBNL1-CUG inh,TRPV1 ag,CXXC DNA block
Cc1cccc(C)c1-n1c(=O)n(Cc2ccccc2)c(=O)c2[nH]cnc21,3%,-4%,2,?,7,1,-3%,nt,1,-4%
O=C(NCc1ccc(F)cc1)C1CCC(CNS(=O)(=O)c2cccs2)CC1 (configuration not stated),14%,-1%,11,-22%,1,3,4%,23%,-1,?
CN1CCN(C(=O)C2=C[C@H](c3ccc4c(c3)OCO4)C[C@H](OCCCCO)O2)CC1,nt,nt,-1,4%,-91*,nt,1%,nt,nt,nt
COC(=O)C1CCN(C(=O)C2CCC(=O)N(CCc3cccc(F)c3)C2)CC1 (configuration not stated),-6%,-1%,2,12%,5,nt,-2%,-3%,0,26%
O=C(CSc1ccccc1)NC(=O)NCc1ccccc1,21%,-1%,8,13%,3,-2,-1%,0%,14,-6%
O=C(Nc1nnc(SCC(=O)N2CCCCC2)s1)c1ccccc1F,-8%,-1%,-4,8%,-3,-2,7%,-2%,4,4%
CC(=O)N/C(=C\c1ccccc1)C(=O)OC(C)C(=O)c1ccccc1 (configuration not stated),6%,nt,13,-22%,13,nt,-1%,nt,-2,nt
O=C(Nc1ccc(N2CCOCC2)cc1)c1cc2ccccc2o1,-5%,2%,-5,9%,1,-27,-3%,-2%,10,-2%
Cc1ccc(C(=O)N(C)Cc2ccc(N3CCOCC3)cc2)cc1S(=O)(=O)NCc1ccccc1,-2%,nt,4,-12%,1,nt,-3%,nt,1,nt
C=C(C)COc1ccc(-c2n[nH]c(C)c2Oc2ccccc2OC)c(O)c1,14%,0%,-1,-48%[inhibitor],-13,-15,-7%,0%,2,-17%
COC(=O)Cn1cc(C(=O)c2cccs2)c2ccccc21,3%,0%,-1,16%,-3,3,-1%,-1%,8,10%
Cc1cccc(NC(=O)C2CCN(C(=O)c3ccccc3C)CC2)n1,-5%,nt,17,0%,1,nt,1%,nt,-2,nt
CC(C)Cc1nnc(NS(C)(=O)=O)s1,0%,-1%,8,-4%,20,1,-2%,-2%,-2,-5%
COc1ccc(Br)c(C(=O)N2CCN(S(=O)(=O)/C=C/c3ccccc3)CC2)c1,1%,-1%,9,13%,-5,-1,4%,0%,5,?
COc1ccc(OC)c2[nH]c(=O)c(CCNS(=O)(=O)c3ccc(C)cc3)cc12,12%,3%,3,?,-7,-30*,6%,3%,-5,3%
CN1CCN(S(=O)(=O)c2cccc(C(=O)N(C)Cc3c(F)cccc3Cl)c2)CC1,-1%,nt,5,-29%,-5,nt,-1%,nt,5,nt
